Screening data: PubChem, several laboratories
GASC-1 inh: inhibitors of human GASC-1 (JMJD2C) demethylase | Q9H3R0 | GST-JMJD2C(1-420) H3K9me3 demethylation, DELFIA europium | inhibition, % at 2.35 µM | hit rate 0.069% among 330,000;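 active = more than half of a compound's replicate wells show inhibition beyond 50%, single wells judged on their own value; inconclusive = some, but no more than half, of replicates pass 50% inhibition; inactive = no replicate passes 50% inhibition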;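 note: signal counts dimethyl H3K9 product captured on neutravidin plate; 0% = median of DMSO wells and 100% = 0.3 times that DMSO median; strong numbers were not always called active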
Target sequence (Q9H3R0 1-420 limits assumed): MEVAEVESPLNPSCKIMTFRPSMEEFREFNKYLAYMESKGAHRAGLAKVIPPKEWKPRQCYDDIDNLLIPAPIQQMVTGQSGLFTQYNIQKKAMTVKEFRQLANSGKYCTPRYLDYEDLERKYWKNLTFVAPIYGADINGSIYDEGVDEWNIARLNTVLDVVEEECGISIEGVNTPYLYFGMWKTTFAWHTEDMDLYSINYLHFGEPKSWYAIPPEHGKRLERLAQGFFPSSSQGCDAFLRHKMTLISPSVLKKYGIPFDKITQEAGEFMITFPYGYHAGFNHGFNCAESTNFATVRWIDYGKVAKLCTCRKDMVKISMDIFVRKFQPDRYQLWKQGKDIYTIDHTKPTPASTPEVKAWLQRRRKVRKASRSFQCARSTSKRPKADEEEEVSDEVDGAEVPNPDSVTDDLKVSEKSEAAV
procasp3 activ: procaspase-3 (human) activation. activation, % at 8.5 µM. recombinant procaspase-3 D3A, Ac-DEVD-pNA absorbance 405 nm. hit rate 0.11% among 330,000;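 active = activation above the mean of all tested compounds plus 3 SD, cut at about 21% in these data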;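 note: 0% = DMSO alone and 100% = DMSO wells spiked with extra 5 µM PC-3 D3A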
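Test system: Procaspase-3 D3A mutant; medium: Zinc-free HEPES/NaCl buffer with 0.01% Triton X-100 at pH 7.4; reagent: DEVD-pNA substrate; doses: one concentration, 8.5 µM nominal, 0.8% DMSO; times: 1 h preincubation plus 2 h reaction at 25 °C; signal: Epi-absorbance at 405 nm of released p-nitroaniline, 0 and 120 min; replicates: singlicate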
PP5 primary: inhibitors of human protein phosphatase 5 (PP5) | purified PP5c, OMFP substrate fluorescence | inhibition, % at 6.7 µM | hit rate 0.18% among 320,000 | P53041;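 active = inhibition above the campaign's mean inhibition across all tested compounds plus 3 SD, cut at about 9.5% in these data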;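 note: 0% = DMSO only and 100% = 100 µM cantharidin control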
Target sequence (P53041 whole entry, looked up): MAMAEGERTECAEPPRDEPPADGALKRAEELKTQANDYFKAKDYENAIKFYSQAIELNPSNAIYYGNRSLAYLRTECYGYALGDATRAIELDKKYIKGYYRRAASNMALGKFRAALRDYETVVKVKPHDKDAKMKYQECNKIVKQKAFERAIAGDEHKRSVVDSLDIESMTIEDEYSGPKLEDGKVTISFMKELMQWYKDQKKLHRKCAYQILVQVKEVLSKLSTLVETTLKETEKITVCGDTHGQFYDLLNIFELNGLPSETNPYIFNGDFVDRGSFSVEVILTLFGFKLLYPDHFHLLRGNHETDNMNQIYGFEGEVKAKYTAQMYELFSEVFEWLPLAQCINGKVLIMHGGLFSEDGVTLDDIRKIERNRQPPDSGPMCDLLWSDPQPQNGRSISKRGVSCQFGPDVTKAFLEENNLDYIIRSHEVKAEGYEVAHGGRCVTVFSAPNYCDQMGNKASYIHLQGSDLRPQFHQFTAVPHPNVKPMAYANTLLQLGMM
proCasp7 act: counter-screen for procaspase-3 activators: activators of human procaspase-7 | activation, % at 8.5 µM | P55210 | recombinant procaspase-7, Ac-DEVD-pNA absorbance 405 nm; D23A/D198A/D206A triple mutant, cannot self-cleave; scale: DMSO 0, 5 µM enzyme 100 | hit rate 0.093% among 330,000;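 active = percent activation above the screen-wide mean plus 3 SD, cut at about 25% in these data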
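System: Procaspase-7 triple mutant (PC-7 D3A); measure: % activation from two-timepoint absorbance difference, scaled to controls; times: 1 h compound preincubation, 2 h substrate cleavage, 25 °C; also added: Ac-DEVD-pNA substrate, 400 µM as added; measured by: Epi-absorbance of released pNA at 405 nm, two timepoints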
PP1 inh: blocks human PP1-alpha phosphatase, a PP5 counter-screen. hit rate 0.9% among 320,000. inhibition, % at 6.7 µM. P62136. purified PP1alpha, OMFP fluorescence;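 active = inhibition above the mean inhibition of all tested compounds plus 3 SD, computed separately for each screening campaign, cut at about 15% in these data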
Fh CTSL1 inh: cathepsin L1 inhibition, PFM18AAP counter-screen. recombinant F. hepatica cathepsin L1, Z-Leu-Arg-MCA fluorescence. inhibition, % at 5.96 µM. hit rate 0.49% among 300,000. AID 1906;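 active = inhibition above the mean of all tested compounds plus 3 SD, set per screening campaign, cut at about 17% in these data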;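 note: 0% = plate median of test compound wells and 100% = 1 µM Z-Phe-Ala-diazomethylketone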
TPT1 inh: inhibitors of Candida albicans tRNA 2'-phosphotransferase TPT1; recombinant caTPT1, FP RNA substrate dephosphorylation; inhibition, % at 5 µM; hit rate 0.81% among 300,000; AID 1962;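 active = inhibition above the mean of all tested compounds plus 3 SD, set per screening campaign, cut at about 24% in these data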;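 note: plate controls were DMSO alone for no effect and ferristatin control at 100 nM for full effect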
HCV core dimer: blocks dimerization of HCV core protein. TR-FRET GST/Flag-core106 dimerization, 1536-well. inhibition, % at 5 µM. hit rate 0.33% among 300,000. AID 1899;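 active = inhibition above the mean of all tested compounds plus 3 SD, set per screening campaign, cut at about 45% in these data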
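Assay system: tagged HCV core106 pair (GST and Flag); medium: KF-containing HEPES buffer, pH 7.45, DTT, CHAPS, BSA; also added: Eu donor and XL665 acceptor anti-tag antibodies; dosing: 5 µM single dose; timing: compound-protein-antibody incubation 4 h at 22.5 °C; signal: TR-FRET 671 and 617 nm emission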
Efflux pump mplx: antifungal efflux pump inhibition, Nile Red retention; S. cerevisiae Candida pump triplex; inhibition, % at 10 µM; hit rate 0.44% among 330,000;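 active = plate passing quality check with inhibition over a set limit, or well fluorescence over plate mean plus 4 SD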;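 note: Nile Red retained in pooled yeast measured as flow cytometry median fluorescence; 0% = buffer negative control and 100% = Enniatin B positive control; higher means more Nile Red kept so more efflux inhibition; some compounds called inactive have numbers as strong as hits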
* marks the source's active call; other numbers are inactive results; ? = inconclusive; . = no result given; & = joins results of further samples. Not a hit list; overall some 2.9% were active at least once.

SMILES	GASC-1 inh	procasp3 activ	PP5 primary	proCasp7 act	PP1 inh	Fh CTSL1 inh	TPT1 inh	HCV core dimer	Efflux pump mplx
O=C(c1cccs1)c1c[nH]cc1-c1ccccc1	0	3	1.1	3	1	3	1	6	0.0
C[C@H](CO)N1C[C@H](C)[C@@H](CN(C)S(C)(=O)=O)Oc2ccc(NC(=O)C3CC3)cc2C1=O	14	-2	.	3	.	.	.	.	-0.3
COc1ccc(/C=C(\C#N)C(=O)NC2CCS(=O)(=O)C2)cc1OC (configuration not stated)	-15	3	3.2	3	-1	-1	3	-6	0.8
CC(C(=O)NCC1(c2ccccc2)CCCC1)N1CCCC1 (configuration not stated)	-7	0	-0.2	-1	12	2	0	-3	-0.1
COc1ccc(N(C)S(=O)(=O)c2ccc3c(c2)oc(=O)n3C)cc1	1	-1	0.2	-5	0	-1	-1	-5	-0.1
ClC(Cl)(Cl)c1nc(N/N=C/c2ccncc2)c2ccccc2n1	-11	-3	1.4	2	22*	0	0	8	0.1
CCCC(=O)C1=C(O)C(C(=O)OC)C(C)(C)CC1=NCCCCCC(=O)O (configuration not stated)	4	1	3.3	-1	-7	1	-2	0	0.5
CSc1ncccc1C(=O)OCC(=O)c1cccc(Br)c1	21	-5	0.3	5	0	4	-1	8	-0.3
Cc1ccc2nc(N3CCN(C=O)CC3)nc(-c3ccccc3)c2c1	4	-5	0.7	-6	-4	1	-1	1	0.0
CCOC(=O)c1c(NC(=O)CC2SC(N)=NC2=O)sc2c1CCC(C)C2 (configuration not stated)	-4	-3	6.3	1	4	6	2	10	-0.1
Cc1ccc(O)c(C(=O)c2cc(C#N)c3nc4ccccc4n3c2)c1	-6	2	-2.4	-5	0	1	39*	2	-0.1
CCn1cc([C@@H]2C[C@H]3CN(Cc4cccc(Cl)c4)C(=O)[C@]34CCCN24)cn1	-2	2	-0.5	2	-6	-2	0	-3	-0.3
c1ccc(-c2cn3c(n2)CCC3)cc1	-1	-1	0.4	1	-4	0	-6	-2	0.2
CC(Cc1ccccc1)N/C=C1/CC(=O)NC1=O (configuration not stated)	4	-4	-0.2	0	-4	-3	1	-5	0.0
CCOc1ccc(C(C(=O)NCC2CCCO2)N(C(=O)c2snc(C(N)=O)c2N)c2ccccc2F)cc1 (configuration not stated)	-11	7	-0.6	2	2	1	2	7	0.0
COc1ccc(NC(=O)CSc2nc3c([nH]c4ccccc43)c(=O)n2C)cc1	-11	5	1.7	6	1	2	-3	5	-0.1
CCOc1ccc2nc(NS(C)(=O)=O)sc2c1	-21	-5	2.2	-1	-4	-1	-1	12	0.1
CCCCCCSc1cccc(-c2nc3ccc(C)cn3c2NCc2ccccc2)c1	3	6	4.5	0	13	3	-4	-12	0.1
O=C(Nc1cccc2c1CCCC2)C1CCN(C(=O)NC2CCCCC2)CC1	-7	-2	0.3	-4	3	-2	-2	-2	0.3
CCOC(=O)C1CCN(C(=O)CN2C(=O)C(CC)Oc3ccccc32)CC1 (configuration not stated)	8	-2	-0.4	0	-14	6	-1	-2	-0.1
CCC(Sc1nncn1C)C(=O)Nc1nnc(-c2ccccc2Cl)s1 (configuration not stated)	-8	1	-0.8	7	-4	-2	-4	-3	-0.1
Cc1ccc2[nH]c3c(c2c1)CN(C)CC3	-4	7	-0.6	-8	-3	-2	-2	-3	0.0
CCOC(=O)c1sc2nc(C)n(N)c(=O)c2c1C	-11	8	-1.1	13	-1	-6	-1	0	-0.1
O=C(c1ccccn1)N1CCN(S(=O)(=O)c2ccccc2)CC1	-11	4	4.1	2	-5	1	1	-2	0.2
Nn1c(SCC(=O)Nc2cc(S(=O)(=O)N3CCOCC3)ccc2Cl)nnc1-c1cccnc1	6	-8	0.5	1	-1	0	5	11	0.5
O=C(Cc1cc(=O)oc2cc(O)ccc12)NC(Cc1ccc(Cl)cc1)C(=O)O (configuration not stated)	-1	20	0.5	27*	0	3	-2	-1	0.0
CCOc1ccc(N2C(=O)C(Cl)=C(Nc3ccccc3O)C2=O)cc1	-4	-24	3.4	-29	2	17*	21	3	0.0
CCOC(=O)/C=c1\s/c(=C\c2ccc(C#N)cc2)c(=O)n1CC(=O)NCc1ccco1	-20	-3	5.5	-2	-4	0	5	44	0.0
O=C1CC(N2CCN(c3nc4ccccc4s3)CC2)C(=O)N1c1cccc(F)c1 (configuration not stated)	-9	-4	1.2	-2	-1	-3	1	-3	-0.1
CCC(Cc1ccccc1)NC(=O)CSc1ccsc1[N+](=O)[O-] (configuration not stated)	-3	-9	3.3	5	2	0	-1	0	0.6
Cc1cc(C)c(S(=O)(=O)NCC(CCC(=O)O)C(F)(F)F)c(C)c1 (configuration not stated)	25	14	-0.7	-11	1	-1	4	-2	0.0
CC(Sc1nc(N2CCCCC2)c2c(c1C#N)CCCC2)C(=O)O (configuration not stated)	3	-3	-2.8	-14	6	3	6	13	0.2
Cc1ccc2c(c1)c1c3n2CCN(C(=O)Cn2c(-c4ccccc4)noc2=O)C3CCC1 (configuration not stated)	-15	-5	1.5	3	2	2	-3	18	-6.5
Cn1c(CCNC(=O)c2cccs2)nnc1SCC(=O)N1CCN(c2ccccc2)CC1	-9&7	4	0.1	-3	-5	-1	2	1	-0.3
CCCC(=O)C1=C(N(C)c2ccccc2)CC(C)(C)C(C(=O)OC)C1=O (configuration not stated)	17	4	3.3	-11	-14	-3	5	-3	0.1
COc1ccc(CC(=O)c2ccc(OC3OC(CO)C(O)C(O)C3O)cc2O)cc1 (configuration not stated)	3	-3	-1.0	-4	-2	0	1	-2	-0.2
O=C(CN1CCC(NC(=O)Nc2ccccc2-c2ccccc2)CC1)NCc1ccco1	-5	4	-1.0	6	-2	-6	-3	-4	-0.1
CCCC[C@@H]1CNC(=S)N1CCc1cccc(F)c1	6	5	0.7	2	1	3	3	8	.
Cc1ccc2c(c1)N(CC(=O)N1CCCc3ccccc31)C(=O)C(C)O2 (configuration not stated)	11	0	-0.4	-1	0	-1	-3	3	0.0
CCC1(c2ccccc2)NC(=O)N(CC(=O)Nc2cc(S(=O)(=O)N3CCOCC3)ccc2OC(C)C)C1=O (configuration not stated)	?	6	2.7	14	-1	-2	3	4	0.1

A run of entries from further up:
SMILES	GASC-1 inh	procasp3 activ	PP5 primary	proCasp7 act	PP1 inh	Fh CTSL1 inh	TPT1 inh	HCV core dimer	Efflux pump mplx
Nn1c(SCC(=O)Nc2cc(S(=O)(=O)N3CCOCC3)ccc2Cl)nnc1-c1cccnc1	6	-8	0.5	1	-1	0	5	11	0.5
O=C(Cc1cc(=O)oc2cc(O)ccc12)NC(Cc1ccc(Cl)cc1)C(=O)O (configuration not stated)	-1	20	0.5	27*	0	3	-2	-1	0.0
CCOc1ccc(N2C(=O)C(Cl)=C(Nc3ccccc3O)C2=O)cc1	-4	-24	3.4	-29	2	17*	21	3	0.0
CCOC(=O)/C=c1\s/c(=C\c2ccc(C#N)cc2)c(=O)n1CC(=O)NCc1ccco1	-20	-3	5.5	-2	-4	0	5	44	0.0
O=C1CC(N2CCN(c3nc4ccccc4s3)CC2)C(=O)N1c1cccc(F)c1 (configuration not stated)	-9	-4	1.2	-2	-1	-3	1	-3	-0.1

Remaining list, next part
SMILES	GASC-1 inh	procasp3 activ	PP5 primary	proCasp7 act	PP1 inh	Fh CTSL1 inh	TPT1 inh	HCV core dimer	Efflux pump mplx
CSc1ncccc1C(=O)NCCc1ccc(Cl)cc1	4	11	-1.2	5	0	-2	3	0	0.1
Cc1cccc(CCNC(=O)CCNS(=O)(=O)c2cc(Br)cnc2N)c1	-8	-2	-3.5	-3	-1	0	-4	9	-0.1
COc1ccc(CCNC(=O)CSc2ccc3nnc(CCNC(=O)c4ccc(C)cc4)n3n2)cc1OC	6	12	-0.4	-4	-3	0	-1	-13	-1.9
COc1ccc(C2=NN(CC(=O)NCc3ccco3)C(=O)CC2)cc1	-4	-5	0.2	-5	-3	3	-3	0	0.1
O=C(O)CN(CCc1ccccc1)S(=O)(=O)c1ccccc1	-10	2	1.8	-7	-2	2	0	2	0.1
COC(=O)CCC(=O)Nc1cccc2c(NC(=O)CCC(=O)OC)cccc12	-14	2	1.8	5	-3	-2	-3	5	0.0
COc1ccc(O)c(C(=O)/C=C/c2cc3ccccc3o2)c1	8	-7	4.8	-1	2	3	1	10	0.1
CCOC(=O)CNC(=O)C1CCN(S(=O)(=O)c2ccc(-c3nn[nH]n3)cc2)CC1	4	2	1.0	2	2	-2	-1	-12	0.1
COc1ccc(C(=O)NCCOc2ccccc2)cc1S(=O)(=O)N1CCOCC1	-5	6	1.4	10	-1	.	.	.	0.1
O=C(Cc1ccc(Br)cc1)NCCc1ccccc1	-4	7	-0.5	5	-6	1	-2	-1	0.0
CC1=C(C(=O)Nc2ccccn2)C(c2ccc(Cl)cc2Cl)NC(=S)N1 (configuration not stated)	3	-7	1.6	-13	-1	2	0	6	0.1
c1ccc2oc(SCc3cn4ccccc4n3)nc2c1	45	-1	2.2	0	-5	-3	0	3	0.4
CCOc1cc(CNc2ccc(N3CCOCC3)cc2)cc(Br)c1OCC	-7	-6	2.0	2	0	3	-2	-7	-0.4
CNC(=S)N(CCc1cccc(C)c1)Cc1cc2cc(OC)c(OC)cc2[nH]c1=O	-7	-17	-0.2	-10	12	4	-2	-4	1.7*
O=C(NCCNC(=O)c1cnccn1)c1ccc(Cl)cc1	-11	-4	3.8	4	3	2	-5	-2	0.5
Cc1ccc(NC(=O)CSc2nnc(CNC(=O)c3cccs3)o2)c(C)c1	-1	2	-1.7	0	-4	5	-1	-2	0.1
O=C(CN1C(=O)NC2(CCCC2)C1=O)OCc1ccc(Cl)c(Cl)c1	-6	-1	0.6	3	1	1	-1	-7	0.0
CC(C)(C)CC(=O)Nc1ccc(-c2nnc3n2CCCCC3)cc1	-1	5	1.0	0	-5	-1	-2	2	0.1
CS(=O)(=O)N1CCC(C(=O)Nc2ccc(Cl)cc2)CC1	22	-3	1.5	6	2	1	1	-3	0.2
CCOc1ncccc1C(=O)OCC(=O)NCCc1ccc(S(N)(=O)=O)cc1	-11	2	-0.9	-7	-3	.	.	.	-0.2
Cc1ccc(CNC(=O)c2ccc(C)s2)cc1	7	-1	-2.1	-2	-6	-4	1	2	0.1
CCc1ccc(C(=O)COC(=O)c2cc([N+](=O)[O-])ccc2NCCO)cc1	-3	-7	4.6	0	3	-7	1	-1	0.0
CC(NC(=O)c1ccccc1NS(C)(=O)=O)c1ccccc1 (configuration not stated)	5	6	-0.3	-15	-2	0	-4	5	0.1
O=C(CN1C(=O)NC2(CCCCCC2)C1=O)c1ccc(Cl)cc1	0	3	3.9	-11	0	.	.	.	-0.3
O=C(Oc1ccccc1N1C(=O)C2CCCCC2C1=O)c1ccccc1F (configuration not stated)	0	5	1.9	3	2	0	0	2	0.0
